TTR transcr act – TTR transcription activators in neuroblastoma reporter cells, primary screen, cell-based, luminescence, SH-SY5Y, TTR promoter Gaussia luciferase | 100% = recombinant luciferase protein wells | activation, % at 16.7 µM | 92,000 tested, 1.3% active;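 active = activation above the mean of all tested compounds plus 3 SD, cut at about 9.5% in these data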;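 also: cells exposed to compounds for one day before reading; 0% = median of all test compound wells on the plate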
* = called active by the depositor. A portion of the library; count on the stated rates, not on these rows.

item	Structure	TTR transcr act
1	NS(=O)(=O)c1ccc(Sc2nc3ccccc3s2)c([N+](=O)[O-])c1	-1.1
2	COc1ccc(CN2CCNC(=O)C2CC(=O)N(C)Cc2ccon2)c(F)c1 (stereo not given)	0.3
3	CCCCC(=O)OCc1c(-c2cccc(OC)c2)ncc2ccccc12	3.5
4	CC(CCN1C(Nc2ccccc2)=NC[C@@H]1Cc1ccccc1)c1ccccc1 (stereo not given in full)	-3.0
5	COc1ccc(Cl)cc1NC(=O)CN1C(=O)NC(Cc2c[nH]c3ccccc23)C1=O (stereo not given)	-0.7
6	Cc1cc(S(=O)(=O)NC(C)c2nnc3ccccn23)ccc1Br (stereo not given)	-1.5
7	Cc1cc(OCc2ccc(C(=O)Nc3ccc(C(=O)O)cc3)o2)ccc1Cl	2.0
8	CN(C)/C=C/C(=O)c1ccc(F)cc1F	-1.0
9	Cn1cnnc1SCc1ccc(C(=O)N/N=C(/CCC(=O)O)c2ccc(C(C)(C)C)cc2)cc1	-0.9
10	CCOCCCNC(=O)c1ccc(Cn2c(=S)[nH]c3c([nH]c4ccc(OC)cc43)c2=O)cc1	-1.2
11	CNC(=O)Nc1cc(NC(=O)NC)cc(C(F)(F)F)c1	1.4
12	COC(=O)c1ccc(/C=N/N2CCN(Cc3ccccc3)CC2)cc1	-4.5

Looked up above.
Entry of CC(CCN1C(Nc2ccccc2)=NC[C@@H]1Cc1ccccc1)c1ccccc1 (stereo not given in full) under TTR transcr act: -3.0
Entry of COC(=O)c1ccc(/C=N/N2CCN(Cc3ccccc3)CC2)cc1 under TTR transcr act: -4.5
Entry of Cc1cc(S(=O)(=O)NC(C)c2nnc3ccccn23)ccc1Br (stereo not given) under TTR transcr act: -1.5
Entry of CN(C)/C=C/C(=O)c1ccc(F)cc1F under TTR transcr act: -1.0

Further results follow:
item	Structure	TTR transcr act
13	NC(=O)Cn1c(=O)n(C2CCCCC2)c(=O)c2c3c(sc21)CCCCC3	6.4
14	COc1ccc(NC(=O)[C@@H]2CC=C[C@@H]3CCN(C4CCCCC4)C(=O)[C@@H]32)cc1	-2.0
15	CCS(=O)(=O)N1CCC(C(=O)Oc2ccccc2OC)CC1	-0.9
16	O=C(NC1CCCCN(Cc2ccc(Cl)cc2)C1=O)c1cccc2nsnc12 (stereo not given)	0.1
17	COc1ccc(-c2c(C#Cc3ccc(N(C)C)cc3)c3ccccc3n2C)cc1	-0.3
18	CC(=O)c1ccccc1NC(=O)COC(=O)c1cc2ccccc2[nH]1	7.0
19	CN(c1ccccc1)S(=O)(=O)c1cccc(NC(=O)CC(C)(C)C)c1	-1.6
20	CCC(=Nc1ccccc1)C1=C(O)CCCC1=O	0.5
21	CS(=O)(=O)Nc1ccccc1C(=O)Nc1cc(Cl)cc(Cl)c1	-1.7
22	C[C@@H]1CN([C@@H](C)CO)C(=O)CCCn2nncc2CO[C@H]1CN(C)S(=O)(=O)c1ccc(-c2ccccc2)cc1	0.8
23	CCOC(=O)C1(C)CCCN1C(=O)c1ccc(C)cc1 (stereo not given)	0.8
24	COc1cc(C2C(C#N)=C(N)Oc3cc(C)oc(=O)c32)ccc1OC(=O)N1CCOCC1 (stereo not given)	-0.2
25	Nc1c(C(=O)c2ccc(Cl)cc2)sc2nc3c(cc12)CCC3	-1.8
26	O=C(O)CCCCCNS(=O)(=O)c1ccc2c(c1)OCCO2	1.8
27	N#Cc1sc(=O)[nH]c1Cl	-1.2
28	O=C(NCC(=O)N(c1ccccc1)C(C(=O)NCC1CCCO1)c1ccccc1)c1ccco1 (stereo not given)	-0.8
29	CCNC(=O)c1oc2c(c1C)C(=O)CC(C)(C)C2	-2.6
30	Cn1c(C(=O)NCCc2c[nH]c3ccccc23)cc2sccc21	1.9
31	COc1ccc(CC(=O)NCc2cccs2)cc1OC	3.2
32	CN(C)CCCN(C(=O)/C=C/c1cccs1)c1nc2c(F)cccc2s1	-3.9
33	Nc1ccccc1C(=O)NC1CCCCNC1=O (stereo not given)	0.7
34	COc1ccc2ccccc2c1/C=N/NC(=O)c1ccccc1F	-1.7
35	COc1ccc(Br)cc1CNC(=O)CCNC(=O)Cn1ccc2ccccc2c1=O	0.7
36	CCN(CC)CCN1C(=O)c2ccccc2NC1c1ccc(F)cc1 (stereo not given)	3.9
37	COC(=O)c1ccccc1NC(=O)C1CC=CCC1C(=O)O (stereo not given)	-2.3
38	N/C(=N\O)c1ccc([N+](=O)[O-])s1	0.0
39	Cc1[nH]n(-c2ccccc2)c(=O)c1/C=N/n1c(C)nc2ccccc2c1=O	3.1
40	Cc1ccc[n+](CC(=O)Nc2cc(C(F)(F)F)ccc2N2CCOCC2)c1	0.8
41	COc1cc(C)c(C(C)C)cc1S(=O)(=O)n1cnc(C)c1	0.1
42	CCOC(=O)c1sc(NC(=O)CCN2CCC(C)CC2)c(C(=O)OCC)c1C	-0.6
43	Cn1c(CSCC(=O)Nc2ccccc2)nnc1SCc1ccccc1	-0.3
44	O=C(N/N=C/c1ccc(Br)s1)c1ccncc1	2.8
45	Cc1cccc(N2CCN(C(=O)c3cc(S(=O)(=O)N(C)C)ccc3Cl)CC2)c1C	2.0
46	CCOc1cc(CNC)ccc1OCC(=O)NC(C)(C)C	-0.7
47	O=S(=O)(NC1CCc2ccccc21)c1ccccc1 (stereo not given)	1.7
48	COC(CNC(=O)[C@H](Cc1ccccc1)NC1(C(=O)NC2CCCCC2)CCCCC1)OC	0.3
49	CC[N+](CC)(CC#Cc1ccccc1)CC#Cc1ccccc1	-0.3
50	O=C(CSCc1ccc([N+](=O)[O-])cc1)N/N=C/c1ccncc1	-2.1
51	CC(C)c1cccc(-c2ccc3c(c2)S(=O)(=O)c2cccc(C(=O)NC4CCCC4)c2C3=O)c1	2.1
52	CCOc1ccccc1OCCCC(=O)N1CCN(S(=O)(=O)c2cccc(F)c2)CC1	-2.3
53	CCOC(=O)[C@]12CCCC=C1N(Cc1ccc(OC)cc1)C(=O)[C@@H]2CC(=O)N1CCCCC1	0.3
54	Cn1c(SCc2c(Cl)cccc2Cl)nc(C(F)(F)F)cc1=O	1.3
55	O=C(CSc1nc(O)c(Cc2ccccc2)c(=O)[nH]1)c1ccccc1	-0.1
56	COc1cccc(N(C)C(=O)[C@@H](C)[C@@H](O)c2ccc3ccccc3c2)c1	-0.9
57	O=C(c1ccc(CS(=O)c2cccc(Cl)c2)o1)N1CCN(C2CCCCC2)CC1 (stereo not given)	-0.7
58	O=C(Nc1ccc(NC(=O)c2sc3ccccc3c2Cl)cc1Cl)c1ccco1	-0.6
59	Cc1cc(Cl)nc2c(C(C)C)cccc12	17*
60	CCOc1ccc(NC(=O)Nc2ccc3nsnc3c2)cc1	-0.7

More structures
item	SMILES	TTR transcr act
61	CCOC(=O)c1cccc(NC(=O)c2cc3sccc3n2C)c1	-3.1
62	O=[N+]([O-])c1cccnc1N1CCOCC1	-0.2
63	CN(C(=O)CSc1ncnc2sccc12)C1CCCCC1	-1.7
64	CCN1CCN(CC(=O)NC2CCCC2)C(=O)C1=O	0.7
65	O=C(CSc1ncn[nH]1)Nc1c(Br)cc([N+](=O)[O-])cc1Br	2.9
66	COc1cc2c(cc1OC)C(=O)N1[C@H]3c4cc(Cl)ccc4OC[C@@H]3[C@H](c3ccccc3)[C@]1(C)C(=O)N2	-2.4
67	CC(=O)N1CCN(c2ccc(NC(=O)c3ccc([N+](=O)[O-])cc3)cc2)CC1	0.6
68	COc1ccc(N(C)S(=O)(=O)c2cccc(C(=O)N(C)Cc3ccc(C)o3)c2)cc1	1.5
69	Cc1cc(C(=O)N2CCc3ccccc32)c2cc(F)ccc2n1	2.7
70	O=C(CSc1nnnn1-c1ccccc1)Nc1ncc2c(n1)CC(c1ccccc1)CC2=O (stereo not given)	-0.2
71	Cc1ccc(C(C)C)c(OCc2nnc(SCC(=O)Nc3nccs3)n2C)c1	2.7
72	O=C(CN1CCC2(CC1)OCCO2)c1ccc2cc[nH]c2c1	-1.4
73	COC(=O)C(Cc1ccccc1)NC(=O)c1ccc(C)cc1 (stereo not given)	2.9
74	C[C@H](CO)N1C[C@H](C)[C@@H](CN(C)C(=O)Nc2ccccc2)Oc2ccc(NC(=O)NC3CCCCC3)cc2C1=O	-1.4
75	O=C1C2C3C=CC(CC3)C2C(=O)N1c1nccs1 (stereo not given)	-1.3
76	CC(C)(C)NC(=O)C(c1ccncc1)n1c(-c2ccc(C(F)(F)F)cc2)nc2ccccc21 (stereo not given)	-3.0
77	CN(Cc1ccccc1)C(=O)OCc1cn(Cc2cccc(Cl)c2)nn1	-2.4
78	Cc1nc(SCC(=O)N2c3ccccc3Sc3ccccc32)n[nH]1	-0.7
79	CC(C)(C)NC(=O)c1nc2ccccc2s1	3.3
80	CCCCCCNC(=O)CCCCCNS(=O)(=O)c1ccc(Br)cc1	-1.6
81	COc1cc(C(=O)O/N=C(\N)Cc2ccc([N+](=O)[O-])cc2)cc(OC)c1OC	-0.1
82	Cc1nc(-c2ccc(Cl)cc2)sc1C(=O)O	-0.3
83	CCN(C(=O)CSc1nc2ccccc2n1CCc1ccccc1)C1CCS(=O)(=O)C1 (stereo not given)	4.7
84	CC(=O)c1cccc(NC(=O)/C=C/c2ccc(S(=O)(=O)N3CCOCC3)cc2)c1	-1.9
85	CCOc1ccc(OCc2ccc(C(=O)N3CCc4ccccc4C3)o2)cc1	1.4
86	O=C1c2ccccc2C2=Nc3ccccc3SC(c3ccc(Cl)cc3)C12 (stereo not given)	-1.0
87	Fc1ccc(CSc2ncnc3nc[nH]c23)cc1	-1.9
88	O=C(NCc1c(Cl)cccc1Cl)c1ccc2nnsc2c1	0.0
89	C/C(=C/c1oc2ccc(O)cc2c1[N+](=O)[O-])N(C)C	-0.3
90	CCOCCCNC(=O)c1ccccc1SC	4.3

Pulled one by one from the list above (two):
item	SMILES	TTR transcr act
81	COc1cc(C(=O)O/N=C(\N)Cc2ccc([N+](=O)[O-])cc2)cc(OC)c1OC	-0.1
89	C/C(=C/c1oc2ccc(O)cc2c1[N+](=O)[O-])N(C)C	-0.3

Shown field by field: part of the list above.
(71) Cc1ccc(C(C)C)c(OCc2nnc(SCC(=O)Nc3nccs3)n2C)c1
  TTR transcr act: 2.7
(72) O=C(CN1CCC2(CC1)OCCO2)c1ccc2cc[nH]c2c1
  TTR transcr act: -1.4
(73) COC(=O)C(Cc1ccccc1)NC(=O)c1ccc(C)cc1 (stereo not given)
  TTR transcr act: 2.9
(74) C[C@H](CO)N1C[C@H](C)[C@@H](CN(C)C(=O)Nc2ccccc2)Oc2ccc(NC(=O)NC3CCCCC3)cc2C1=O
  TTR transcr act: -1.4

Remaining list, next part
item	SMILES	TTR transcr act
91	CCCCN(C)S(=O)(=O)c1ccc(C(=O)Nc2nnc(-c3ccco3)o2)cc1	1.6
92	CCOC(=O)c1[nH]c(C)c(/C(O)=C2\C(=O)C(=O)N(CCN(C)C)C2c2ccc(C)o2)c1C (stereo not given)	-2.1
93	CC(C)C[C@H](NC(=O)NCc1ccccc1Cl)C(=O)O	0.8
94	CC(=O)Nc1ccc(/C(N=Nc2ccccc2)=N/N=C(N)N)cc1	0.4
95	COc1cc(NC(=S)NCCO)c(OC)cc1Cl	1.0
96	Cc1nn2c(C)nc3sc4c(c3c2nc1=O)CC(C)(C)OC4	-0.3
97	Cc1sc(C(=O)NCc2cccnc2)c2nc(C)n(CC(=O)NCc3cccnc3)c(=O)c12	-0.4
98	Cc1cc(C(=O)N/N=C/c2ccc(-c3ccccc3Cl)o2)n[nH]1	-1.2
99	O=S(=O)(c1ccc(Br)cc1)N1CCN(c2ccccc2)CC1	-1.1
100	Cc1cccc(CC(=O)N2CCN=C2SCc2ccc([N+](=O)[O-])cc2)c1	-4.3
101	Cc1ccc2c(CN3CCN(Cc4ccccc4)CC3)cc(=O)oc2c1C	1.9
102	CC1(C)Cc2nc(-c3ccccc3)nc(SCC(=O)N3CCCC3)c2CO1	-0.4
103	N#CC1(P(=O)(c2ccccc2)c2ccccc2)CCCC1	2.7
104	O=C(CCN1C(=O)S/C(=C\c2ccc(F)cc2)C1=O)Nc1ccc(O)cc1C(=O)O	2.8
105	CSc1ncccc1C(=O)OCC(=O)NCc1cccs1	2.4
106	Cc1ccc(Oc2ccc(OCC(=O)Nc3ccncc3)cc2)cc1	-4.5
107	O=C(O)C1CC(=O)N(c2ccc(OCc3c(F)cccc3Cl)cc2)C1 (stereo not given)	3.1
108	CCCCC(=O)Nc1cccc(-c2ccc3nncn3n2)c1	-0.7
109	O=c1cc(C(F)(F)F)[nH]c2c(OC(F)(F)F)cccc12	-1.1
110	O=C(c1cnc2sccn2c1=O)N1CCN(c2ccccc2Cl)CC1	0.8
111	O=C(CSc1nncc(=O)[nH]1)NC1CCCCC1	-1.0
112	COc1ccccc1/C=C/C(=O)NCC(=O)N1CCC(N(C)C2CCCC2)CC1	4.2
113	CN(C)C(=O)c1c(NC(=O)c2ccccc2)sc2c1CCC2	1.2
114	O=C(NCCC(=O)N(Cc1ccco1)Cc1cccs1)c1ccccc1Cl	-0.4
115	Cc1ccc(OCCN2C(=O)NC3(CCc4ccccc4C3)C2=O)cc1 (stereo not given)	0.1
116	NNC(=O)c1ccc(COc2ccc([N+](=O)[O-])cc2)o1	1.5
117	CCOC(=O)N1CCC(N2CCCC(C(=O)c3ccccc3OC)C2)CC1 (stereo not given)	0.6
118	COc1ccc(C2=C(Nc3ccc(C)cc3)c3ccccc3C2=O)cc1	5.2
119	CCOc1ccccc1C=NNC(=O)C1CC1	2.8
120	COC(=O)c1ccc(Cn2ccc3ccc(-c4ccc5ccn(Cc6ccccc6)c5c4)cc32)cc1	-0.4
121	O=C(NCc1cnn(-c2ccccc2)c1)C1CCC(=O)N(C2CC2)C1 (stereo not given)	0.3
122	O=C(Cn1ncc2c3ccccc3n(Cc3ccccc3)c2c1=O)NC1CCCC1	0.3
123	CC(Cc1c[nH]c2ccccc12)C(=O)N1CCN(c2ccccc2F)CC1 (stereo not given)	-0.7
124	Cc1ccc(S(=O)(=O)CCC(=O)OCC(=O)c2c[nH]c3ccccc23)cc1	1.4
125	CCOc1ccc(OCCCN(C)C)cc1	2.5
126	Cc1cccc(N2C(=O)CCC2=O)c1	5.5

Some of the entries so far, with each value named.
[82] Cc1nc(-c2ccc(Cl)cc2)sc1C(=O)O
  TTR transcr act: -0.3

[96] Cc1nn2c(C)nc3sc4c(c3c2nc1=O)CC(C)(C)OC4
  TTR transcr act: -0.3

[63] CN(C(=O)CSc1ncnc2sccc12)C1CCCCC1
  TTR transcr act: -1.7

[7] Cc1cc(OCc2ccc(C(=O)Nc3ccc(C(=O)O)cc3)o2)ccc1Cl
  TTR transcr act: 2.0

From PubChem BioAssay
